Screening results deposited in PubChem by The Scripps Research Institute Molecular Screening Center.
SIAE primary: blocks human sialic acid acetylesterase; Q9HAT2; SIAE FP-Rh probe binding, fluorescence polarization; inhibition, % at 9.66 µM; 370,000 tested, 0.69% active; AID 1053197;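 active means inhibition above a cutoff: mean of compounds within the control limits plus 3 SD of those, cut at about 17% in these data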;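 further: 0% = plate median of compound wells and 100% = probe without SIAE protein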
DDE Tn7 FP inh: disrupts Tn7 cyclic peptide binding to fibrin D-Dimer-E complex; P02675; FP displacement of FITC-Tn7 peptide from fibrin DD(E); 0% = median of compound wells per plate; inhibition, % at 8.3 µM; 370,000 tested, 0.13% active; AID 720508;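 active means inhibition above the mean of compounds falling within the control limits plus 3 SD of them, cut at about 14% in these data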;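 further: 0% = plate median of compound wells and 100% = 10 µM Aha-Tn7 peptide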
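Assay system: Fibrin-DD(E) protein isolated from polymerized human fibrin clots; read-out basis: percent inhibition; medium: Tris/NaCl/CaCl2 buffer, pH 7.8; signal: FP measurement; incubation: 10 min plus 3 h, room temperature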
UHRF1 MBD2 ctr: blocks human UHRF1 binding to methylated DNA; Q96T88; UHRF1 binding to methylated oligo, TR-FRET; inhibition, % at 4.4 µM; 370,000 tested, 0.75% active; AID 687016; in the data active means inhibition above about 21%;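 further: UHRF1 SRA domain binding a hemimethylated CpG hairpin DNA probe; 0% = median of test compound wells and 100% = reference inhibitor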
PRMT1 inh: inhibitors of human PRMT1. Q99873. 370,000 tested, 1.3% active. inhibition, % at 2.79 µM. AID 652257. recombinant PRMT1, activity-based probe fluorescence polarization;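 active means inhibition above about 21% made by adding two undisclosed values, limit read from the data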
Target sequence (Q99873 whole entry, looked up): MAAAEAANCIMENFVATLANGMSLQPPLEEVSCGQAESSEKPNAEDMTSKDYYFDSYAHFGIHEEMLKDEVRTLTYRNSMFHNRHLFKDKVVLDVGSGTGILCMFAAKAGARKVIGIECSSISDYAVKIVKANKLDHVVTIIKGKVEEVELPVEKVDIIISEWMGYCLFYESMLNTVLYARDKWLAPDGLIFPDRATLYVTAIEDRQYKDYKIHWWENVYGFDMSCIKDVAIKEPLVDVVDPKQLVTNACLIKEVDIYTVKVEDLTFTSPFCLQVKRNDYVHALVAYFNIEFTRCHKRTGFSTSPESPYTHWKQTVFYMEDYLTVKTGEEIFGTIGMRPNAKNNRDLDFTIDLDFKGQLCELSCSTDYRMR
TCR CD3 inh: blocks the human TCR-CD3 interaction; TAMRA-labeled TCR probe fluorescence, biochemical; inhibition, % at 9.4 µM; 360,000 tested, 0.37% active; AID 651800; in the data active means inhibition above about 19%;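 further: recombinant mutant TCR 2C K166C tagged with TAMRA read by polarization; 0% = receptor in buffer alone and 100% = receptor with positive control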
KLK7 zymogen act: activates the human kallikrein-7 zymogen; activation, % at 7 µM; P49862; purified proKLK7, EDANS-DABCYL substrate fluorescence; 100% is mature enzyme control, 0% vehicle; 370,000 tested, 0.9% active;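 active means activation above the mean of all tested compounds plus 3 SD, computed per campaign excluding outliers beyond control limits, cut at about 13% in these data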
Target sequence (P49862 whole entry, looked up): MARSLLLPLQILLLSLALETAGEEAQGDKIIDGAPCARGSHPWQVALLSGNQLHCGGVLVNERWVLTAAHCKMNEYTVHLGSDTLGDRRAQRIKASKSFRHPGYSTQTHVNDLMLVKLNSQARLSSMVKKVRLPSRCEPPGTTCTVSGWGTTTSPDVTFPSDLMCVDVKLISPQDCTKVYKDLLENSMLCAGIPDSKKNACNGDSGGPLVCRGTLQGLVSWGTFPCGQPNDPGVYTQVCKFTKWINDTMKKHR
LEDGF integ inh: blocks HIV-1 LEDGF/p75-dependent DNA integration. TR-FRET IN-LEDGF/p75 DNA integration, Eu/Cy5. inhibition, % at 3.7 µM. 370,000 tested, 0.64% active;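 active means inhibition above the screen-wide mean plus 3 SD, cut at about 13% in these data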;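 further: signal is the Cy5 over europium emission ratio at 671 and 618 nm; 0% = plate median of compound wells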
DDE Tn6 FP inh: inhibitors of Tn6 peptide binding to human fibrin DD(E); AID 720509; P02675; inhibition, % at 8.3 µM; Fibrin DD(E) TRITC-Tn6 fluorescence polarization displacement; 370,000 tested, 0.21% active;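 active means inhibition above a per-campaign cutoff: mean of compounds within control limits plus 3 SD, cut at about 15% in these data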;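 further: 0% = median of all compound wells on the plate and 100% = blocking peptide control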
MBD2 inh: MBD2-methylated oligo binding inhibition; Q9UBB5; AID 686964; 370,000 tested, 0.31% active; TR-FRET, MBD2 binding to methylated oligonucleotide; inhibition, % at 4.4 µM; in the data active means inhibition above about 13%
TDP2 inh: TDP2 (human) inhibition, absorbance primary screen; 370,000 tested, 0.34% active; AID 720702; O95551; inhibition, % at 12.8 µM; recombinant TDP2, T5PNP hydrolysis, p-nitrophenol absorbance 415 nm;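 active means inhibition above the mean of all tested compounds plus 3 SD, set per campaign, cut at about 25% in these data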;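 further: 0% = DMSO with enzyme and 100% = buffer with substrate but no TDP2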
Target sequence (O95551 whole entry, looked up): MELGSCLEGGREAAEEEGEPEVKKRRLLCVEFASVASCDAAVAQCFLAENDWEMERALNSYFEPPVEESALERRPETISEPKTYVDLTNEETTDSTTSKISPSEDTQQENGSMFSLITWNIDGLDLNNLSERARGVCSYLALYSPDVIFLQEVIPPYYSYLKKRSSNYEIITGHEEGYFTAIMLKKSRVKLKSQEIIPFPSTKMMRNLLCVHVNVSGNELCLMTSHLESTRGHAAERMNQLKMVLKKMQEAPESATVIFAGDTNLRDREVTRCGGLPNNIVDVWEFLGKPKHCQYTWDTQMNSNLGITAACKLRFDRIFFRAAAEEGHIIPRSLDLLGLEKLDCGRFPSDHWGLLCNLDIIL
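Read-out basis: percent inhibition. System: recombinant human TDP2. Buffer or medium: Mg2+-containing Tris-HCl buffer, pH 7.5. Repeats: single replicate. Timing: reaction 2 h, 37 °C. Benchmarks: high control without enzyme, low control DMSO plus TDP2. Probe or stimulus: 5 mM T5PNP. Doses: 12.8 µM only. Measured by: epi absorbance of p-nitrophenol freed from T5PNP by hydrolysis.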
* marks the source's active call; other numbers are inactive results; . = not tested or not shown.

[1] c1coc(CNc2nc3nonc3nc2NCc2ccco2)c1
[2] COc1ccc(N2CCN(C(=O)c3oc4ccccc4c3NC(=O)CCc3cc(OC)no3)CC2)cc1
[3] CCC1=NN2C(=N)/C(=C\c3cccn3-c3ccc(Br)cc3)C(=O)N=C2S1
[4] Cc1nn(-c2ccccc2)nc1C(=O)Nc1ccc2[nH]ncc2c1
[5] FC(F)Oc1ccccc1C1CC(c2ccc(Br)s2)Nc2ncnn21 (stereo not drawn)
[6] O=C(/C=C/c1ccco1)NC(=S)Nc1ccccc1
[7] COc1cccc(CN2c3ccc(Br)cc3C(=O)CS2(=O)=O)c1
[8] CC[C@@]1(C(=O)OC)N[C@H](CN(C)C(=O)c2ccccc2)[C@@H]2C(=O)N(C)C(=O)[C@@H]21
Screen / compound no.,1,2,3,4,5,6,7,8
SIAE primary,-2,5,4,-4,-1,-5,-23,0
DDE Tn7 FP inh,4,3,3,3,-1,4,-2,3
UHRF1 MBD2 ctr,-1,1,1,0,2,9,-4,15
PRMT1 inh,2,1,1,-5,-6,23*,3,6
TCR CD3 inh,10,-2,-1,2,0,1,-1,8
KLK7 zymogen act,-0.3,0.8,-0.1,0.8,0.8,0.0,0.2,0.1
LEDGF integ inh,0,-1,1,-4,-1,1,0,2
DDE Tn6 FP inh,7,-11,3,8,3,-9,1,2
MBD2 inh,4,0,2,-3,4,1,1,4
TDP2 inh,-1,8,6,-9,-2,-8,9,9

[9] CC1(C)c2[nH]c3ccccc3c2C[C@H]2C(=O)N(Cc3ccc(F)cc3)C(=O)N21
[10] O=C(CSc1cccc2cccnc12)Nc1ccccc1F
[11] C=CCN(Cc1nc(-c2cc(OC)ccc2OC)oc1C)C1CCS(=O)(=O)C1 (stereo not drawn)
[12] Cc1ccc(N(C)S(=O)(=O)c2nnc(NC(=O)c3ccco3)s2)cc1
[13] CC12CCC(CC1=O)C2(C)C (stereo not drawn)
[14] O=C(NC1CCCCCCC1)C1c2ccccc2C(=O)N1Cc1ccco1 (stereo not drawn)
[15] NCCc1nnc(SCc2ccccc2)o1
[16] Cc1cc(S(=O)(=O)Nc2ccc3cn[nH]c3c2)c(C)cc1Cl
Screen / compound no.,9,10,11,12,13,14,15,16
SIAE primary,1,6,3,-2,0,-9,-5,-3
DDE Tn7 FP inh,-4,1,0,8,-1,0,1,-3
UHRF1 MBD2 ctr,-3,-16,1,2,-4,2,-1,4
PRMT1 inh,4,-2,5,2,-6,2,-1,0
TCR CD3 inh,1,8,-3,-6,1,5,3,-3
KLK7 zymogen act,1.1,-0.4,0.1,-0.1,-0.3,0.1,0.1,0.3
LEDGF integ inh,-2,7,-2,-4,6,7,0,4
DDE Tn6 FP inh,-1,2,0,9,2,-2,-4,5
MBD2 inh,-1,-1,0,-2,-8,-2,4,-1
TDP2 inh,4,-2,-6,2,2,-13,-5,-15

[17] CN(CC(=O)NNC(=O)c1cccnc1)S(=O)(=O)c1cc(Cl)ccc1Cl
[18] Cc1cc(C)cc(N(C(=O)c2snc(C(N)=O)c2N)C(C(=O)NCC2CCCO2)c2ccc(C)o2)c1 (stereo not drawn)
[19] CCCCOc1ccc(C(C)NC(=O)CCS(=O)(=O)Cc2ccc(Cl)cc2)cc1 (stereo not drawn)
[20] CC(C)(C)C(=O)/C(=C/c1ccncc1)n1cncn1
[21] Cc1ccc(-c2nc3ncccc3o2)cc1NC(=O)COc1ccccc1
[22] Cn1cc(Br)c(C(=O)NNC(=O)c2ccc(Br)cc2)n1
[23] COc1ccccc1CNC(=O)NNC(=O)CCn1nc(C)c([N+](=O)[O-])c1C
[24] CCOC(=O)CNC(=O)CSc1nc2cccnc2n1CC
Screen / compound no.,17,18,19,20,21,22,23,24
SIAE primary,6,6,1,-1,-5,5,-11,7
DDE Tn7 FP inh,6,-4,-3,2,-3,3,-3,2
UHRF1 MBD2 ctr,9,-2,0,3,0,-1,-1,1
PRMT1 inh,2,0,-1,18,3,-1,0,-3
TCR CD3 inh,-5,4,7,-9,-5,4,.,-5
KLK7 zymogen act,-0.1,-1.5,0.2,0.8,0.4,-0.8,-0.6,0.1
LEDGF integ inh,1,1,-1,-4,-2,-2,3,-1
DDE Tn6 FP inh,0,9,4,-7,-3,-1,-3,2
MBD2 inh,6,1,-4,5,3,-4,-1,-3
TDP2 inh,-4,-3,5,3,1,4,-1,9

[25] COCCn1c(SCC(=O)N2CCCc3ccccc32)nnc1-c1ccoc1C
[26] CC1(c2ccccc2)NC(=O)N(CC(=O)Nc2ccc(S(N)(=O)=O)cc2)C1=O (stereo not drawn)
[27] CC(=O)Nc1cccc(OC(=O)COc2ccc(Br)cc2)c1
[28] CCc1nnc(NS(=O)(=O)c2ccc(NC(=O)c3cccc(OC(F)(F)C(F)F)c3)cc2)s1
[29] COc1ccc2cc(C(=O)C3CCCN(Cc4ccccn4)C3)ccc2c1 (stereo not drawn)
[30] c1ccc2c(c1)NC(CN1CCOCC1)CO2 (stereo not drawn)
[31] Cc1nc2ncnn2c(C)c1CCC(=O)O
[32] Cc1cccc(-c2cc3c(nn2)-c2ccccc2C3=O)c1
Screen / compound no.,25,26,27,28,29,30,31,32
SIAE primary,7,-9,0,-19,-3,2,-3,-1
DDE Tn7 FP inh,-1,3,-6,9,7,2,-2,-1
UHRF1 MBD2 ctr,-2,2,0,6,0,-1,2,-4
PRMT1 inh,-1,-2,-3,-2,2,1,-3,0
TCR CD3 inh,-1,1,-3,5,1,3,-5,2
KLK7 zymogen act,0.6,-0.6,-0.5,0.3,39*,-0.3,0.0,-0.4
LEDGF integ inh,1,4,-3,3,7,-3,1,2
DDE Tn6 FP inh,-4,0,-5,0,5,1,-3,-4
MBD2 inh,-6,1,2,0,0,-6,-3,-5
TDP2 inh,4,5,-2,3,6,6,-21,8

Filtered by structure: the entries above with fluorine
[5] FC(F)Oc1ccccc1C1CC(c2ccc(Br)s2)Nc2ncnn21 (stereo not drawn)
[9] CC1(C)c2[nH]c3ccccc3c2C[C@H]2C(=O)N(Cc3ccc(F)cc3)C(=O)N21
[10] O=C(CSc1cccc2cccnc12)Nc1ccccc1F
[28] CCc1nnc(NS(=O)(=O)c2ccc(NC(=O)c3cccc(OC(F)(F)C(F)F)c3)cc2)s1
Screen / compound no.,5,9,10,28
SIAE primary,-1,1,6,-19
DDE Tn7 FP inh,-1,-4,1,9
UHRF1 MBD2 ctr,2,-3,-16,6
PRMT1 inh,-6,4,-2,-2
TCR CD3 inh,0,1,8,5
KLK7 zymogen act,0.8,1.1,-0.4,0.3
LEDGF integ inh,-1,-2,7,3
DDE Tn6 FP inh,3,-1,2,0
MBD2 inh,4,-1,-1,0
TDP2 inh,-2,4,-2,3

(next part)
[33] CCOc1cc(C2C3=C(CC(C)(C)CC3=O)N(CCOC)C3=C2C(=O)CC(C)(C)C3)ccc1O
[34] COc1ccccc1/C=C1\SC(=S)N(CCC(=O)NC2=NCCS2)C1=O
[35] COc1ccc(Cl)cc1C(=O)Nc1ccc2nc3n(c(=O)c2c1)CCCC3
[36] Cc1nc2scc(C)n2c(=O)c1S(=O)(=O)Nc1ccc(N2CCN(C(=O)C(C)C)CC2)cc1
[37] CC(CC(=O)N1CCN(S(=O)(=O)c2ccc([N+](=O)[O-])cc2)CC1)c1ccccc1 (stereo not drawn)
[38] CCN(CC)CCN(C(=O)c1ccc(S(=O)(=O)N2CCCC2)cc1)c1nc2cc(C)cc(C)c2s1
[39] CC(C)OCCCNC(=O)CN1C(=O)CC(C)(C)S(=O)(=O)c2ccccc21
[40] CC1CCN(c2nc3ccccn3c(=O)c2C=O)CC1
Screen / compound no.,33,34,35,36,37,38,39,40
SIAE primary,10,-3,-7,-8,-4,2,-3,7
DDE Tn7 FP inh,-4,1,-5,4,-2,-3,0,-3
UHRF1 MBD2 ctr,-3,2,-3,3,-1,0,3,-1
PRMT1 inh,-1,-1,-5,5,2,1,4,-1
TCR CD3 inh,6,-2,6,7,-9,-2,-5,2
KLK7 zymogen act,0.7,-0.1,1.2,0.8,0.5,-0.7,0.4,0.0
LEDGF integ inh,1,-3,6,-6,-4,-3,0,0
DDE Tn6 FP inh,3,9,-2,-4,3,1,5,0
MBD2 inh,-4,0,-4,4,0,1,1,2
TDP2 inh,-4,-1,-5,-13,0,9,-1,11

[41] CCC(=O)N1CCc2cc(S(=O)(=O)CCC(=O)Nc3cccc(F)c3)ccc21
[42] CCOc1nc(Nc2ccccc2F)nc(OCC)n1
[43] CC(C)CNC(=O)c1cccc(NC(=O)Cc2ccc(Br)cc2)c1
[44] CCN(C[C@H]1N[C@@](C)(C(=O)OC)[C@H]2C(=O)N(Cc3ccccc3)C(=O)[C@@H]12)S(=O)(=O)c1ccccc1
[45] Cc1ccc(OCCNC(=O)Cn2cnc3c(=O)n(C)c(=O)n(C)c32)cc1C
[46] CS(=O)(=O)N(CC(=O)N1CCC(C(N)=O)CC1)Cc1ccc(Cl)c(Cl)c1
[47] C=CCOc1c(Br)cc(/C=N/NC(=O)Cc2ccc(C(F)(F)F)cc2[N+](=O)[O-])cc1OC
Screen / compound no.,41,42,43,44,45,46,47
SIAE primary,3,-1,-14,7,15,3,-4
DDE Tn7 FP inh,-6,4,-2,-4,-3,-7,4
UHRF1 MBD2 ctr,-3,0,-1,0,-1,-2,-3
PRMT1 inh,4,-3,1,0,1,0,-1
TCR CD3 inh,8,-3,7,3,4,10,3
KLK7 zymogen act,-0.4,-0.2,0.4,-0.7,0.7,0.2,-0.2
LEDGF integ inh,-1,-3,-2,-2,5,5,1
DDE Tn6 FP inh,4,10,2,4,1,8,0
MBD2 inh,-6,5,0,-7,2,-5,-4
TDP2 inh,-3,3,-1,4,-7,2,7

This is a random part of the collection; overall some 4.6% were active at least once.
